GALK inh: galactokinase (human) inhibition; Purified GALK, Kinase-Glo residual ATP luminescence; Potency, µM (titrated, usually from 57.5 µM), without a hit: top-dose activity change, negative = inhibition, most hits filed as inhibitors; P51570; 270,000 compounds, 0.007% hits; note: potency is the fitted concentration of half-maximal effect; % is set by controls: 0 for no effect and ±100 for the full control effect
Target sequence (P51570 whole entry, looked up): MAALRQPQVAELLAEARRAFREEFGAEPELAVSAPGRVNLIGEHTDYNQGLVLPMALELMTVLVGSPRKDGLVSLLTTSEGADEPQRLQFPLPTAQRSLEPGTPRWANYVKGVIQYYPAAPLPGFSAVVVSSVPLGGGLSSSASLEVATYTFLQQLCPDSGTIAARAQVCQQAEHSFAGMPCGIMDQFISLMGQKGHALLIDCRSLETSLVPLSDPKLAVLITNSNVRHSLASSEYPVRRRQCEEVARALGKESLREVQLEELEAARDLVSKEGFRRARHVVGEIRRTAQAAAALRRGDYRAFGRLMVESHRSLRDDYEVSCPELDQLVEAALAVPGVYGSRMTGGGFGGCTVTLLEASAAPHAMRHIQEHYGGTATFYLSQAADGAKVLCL
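Kinase-Glo Plus luminescence measured ATP left after a 1 h room-temperature reaction. The reaction used 5 nM GALK, 100 uM galactose and 35 uM ATP at pH 8.0 (20 mM HEPES, 5 mM MgCl2, 60 mM NaCl, 1 mM DTT, 0.01% BSA).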
PKM2 activator: activators of human pyruvate kinase M2; P14618; purified PKM2, Kinase-Glo ATP luminescence, activation; response scale: 0% is enzyme alone, no compound; Potency, µM (highest dose often 57.5 µM), for inactives: at the top dose activation, usual class: activators; 260,000 compounds, 0.34% hits; AID 1631; note: potency is the fitted concentration of half-maximal effect; % is set by controls: 0 for no effect and ±100 for the full control effect; nearly all actives have a fitted effect of over 55% in size
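Kinase-Glo luminescence reports ATP generated from ADP (0.1 mM) and PEP (0.5 mM) by purified hPK-M2 after 1 h at room temperature, pH 7.2 imidazole buffer; intermediate enzyme activity allows detecting inhibitors and activators.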
Giardia kill: kills Giardia lamblia; 340,000 compounds, 0.15% hits; Giardia lamblia trophozoite viability; AID 540267; activity change, % at 7.66 µM, hits read low; in the data active = activity change below about -80%; inconclusive = between about -30% and that limit;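 note: parasites exposed to compound for two days anaerobically before the ATP read; % is set by controls: 0 for no effect and ±100 for the full control effect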
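Media and compound were dispensed first, then trophozoites at 100 cells/well; plates sat 48 hrs at 37 deg C without oxygen before ATP luminescence reagent was added and read after 15-30 min at room temperature.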
B2AR arrestin: beta2AR (human) beta-arrestin recruitment activity; P07550; beta-arrestin recruitment to beta2AR, cell-based reporter; Potency, µM (series often up to 46.1 µM), for the others: at the top dose activation, actives largely listed as activators; 330,000 compounds, 0.02% hits; AID 492947;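 note: potency is the fitted concentration of half-maximal effect; 0% = DMSO controls and full agonism = EC100 isoproterenol or metaproterenol; nearly all actives have a fitted effect of over 65% in size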
Target sequence (P07550 whole entry, looked up): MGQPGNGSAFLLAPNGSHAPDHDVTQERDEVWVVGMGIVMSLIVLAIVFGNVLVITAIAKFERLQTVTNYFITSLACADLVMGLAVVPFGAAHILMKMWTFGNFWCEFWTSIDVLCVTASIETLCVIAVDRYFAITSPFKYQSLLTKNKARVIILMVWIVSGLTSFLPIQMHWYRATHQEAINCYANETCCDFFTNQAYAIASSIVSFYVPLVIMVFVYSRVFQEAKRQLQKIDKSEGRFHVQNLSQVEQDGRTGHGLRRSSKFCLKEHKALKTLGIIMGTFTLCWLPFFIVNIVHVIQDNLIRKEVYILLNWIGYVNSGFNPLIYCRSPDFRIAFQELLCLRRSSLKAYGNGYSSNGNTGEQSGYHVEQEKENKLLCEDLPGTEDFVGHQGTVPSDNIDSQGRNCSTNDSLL
Tb PFK block: T. brucei PFK enzyme inhibition; T. brucei PFK, ADP-Glo luminescence; Potency, µM (highest dose often 57.5 µM), for inactives: top-dose activity, negative = inhibition, most hits filed as inhibitors; 330,000 compounds, 0.17% hits; AID 485367;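 note: potency is the fitted concentration of half-maximal effect; 0% = uninhibited 1x PFK enzyme wells and -100% = no-enzyme wells; nearly all actives have a fitted effect of over 60% in size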
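Activity is normalized to no-enzyme wells (full inhibition) and 1.25 nM enzyme wells (no inhibition). Reaction: 0.5 mM F6P, 0.1 mM ATP, 45 min RT, ADP-Glo luminescence; concentration-response curves fitted and classed by quality.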
Menin MLL FP TR: displaces Texas Red mutant MLL peptide from human menin; AID 1768; Potency, µM (series often up to 61.6 µM), for inactives: top-dose FP activity change, negative = inhibition, most hits filed as inhibitors; 270,000 compounds, 0.23% hits; Menin + Texas Red MLL mutant peptide, fluorescence polarization; O00255; active = well fitted inhibition curve with a large enough effect in the polarisation, with a control signal flat, not every such curve was filed as active; inconclusive = small, poorly fitted or top-dose-only effect, or effect the other way, or a change in a side signal; inactive = no such curve, though single readings can be large or run the other way; the % refers to the polarisation; note: potency is the fitted concentration of half-maximal effect; % of control where 0% means no effect; many of its hits are not listed in these tables
S-ASM inh: inhibitors of human secretory acid sphingomyelinase; placental ASM, HMU-PC fluorogenic substrate, 60 min; Potency, µM (titrated, usually from 57.5 µM), inactives show top-dose activity change, negative = inhibition, hits mostly inhibitors; 340,000 compounds, 0.006% hits; AID 504937; note: potency is the fitted concentration of half-maximal effect
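Human placenta-derived ASM preincubated with compound 10 min at room temperature, then reacted with 9 uM (final) fluorogenic HMU-PC substrate for 60 min at 37 C. Stop solution raises pH to 10; fluorescence read at Ex 386/Em 447 nm.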
TSG101-PTAP inh: blocks PTAP/TSG101 interaction to inhibit HIV-1 budding; Fluorescence polarization, FITC-PTAP peptide / Tsg101 binding; 340,000 tested, under 10 active; Potency, µM (highest dose often 115 µM), inactives show at the top dose activity change, negative = inhibition, usual class: inhibitors; Q99816; active = well fitted inhibition curve with a large enough effect in the main read-out, with a control signal flat, not every such curve was filed as active; inconclusive = small, poorly fitted or top-dose-only effect, or effect the other way, or a change in a side signal; inactive = no such curve, though single readings can be large or run the other way; note: potency is the fitted concentration of half-maximal effect; % of control where 0% means no effect
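Tsg101 binding domain (10 uM final) was mixed with compound and a FITC-labeled PTAP peptide (50 nM final) in HEPES pH 7.5 buffer with NaCl, Tween 20, EDTA and TCEP; fluorescence polarization was read after 20 min at r.t.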
BCR signal inh: blocks chronic active B-cell receptor signaling | ABC-DLBCL IkBa-CBG/CBR reporter, luminescence ratio, 4 h | Potency, µM (top dose mostly 46.1 µM), for the others: top-dose ratio change, negative = lower green/red ratio, actives largely listed as inhibitors | 340,000 compounds, 0.05% hits; active = well fitted inhibition curve with a large enough effect in the signal ratio, with a control signal flat, not every such curve was filed as active; inconclusive = small, poorly fitted or top-dose-only effect, or effect the other way, or a change in a side signal; the % refers to the signal ratio;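 note: potency is the fitted concentration of half-maximal effect; plate controls were basal doxycycline-induced cells for no effect and cells given 10 µM MG132 for full effect; MG132 reads +100%, hits lower the ratio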
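Doxycycline induced both beetle luciferases in TMD8 lymphoma cells; IKK-driven degradation limits the IkappaBalpha-fused green signal, while red luminescence normalises for cell number and nonspecific effects. Compounds tested up to 46 uM, 4 hrs.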
FBPA coupling cs: coupling enzyme interference in Giardia aldolase counter-screen. AID 2472. activity change, negative = inhibition, % at 58.2 µM, hits read low. 290,000 compounds, 0.67% hits. coupling enzyme system counterscreen, AmpLite Red fluorescence; in the data active = activity change below about -30%; note: % is set by controls: 0 for no effect and ±100 for the full control effect
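Compounds tested against the coupling enzymes alone at 57.5 uM final; readout was AmpLite Red fluorescence (525/598 nm) after 20 min at RT.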
a7 integrin act: activators of alpha7 integrin expression for muscular dystrophy | Potency, µM (top dose mostly 38.3 µM), for inactives: at the top dose activation, actives largely listed as activators | alpha7betagal myoblasts, beta-gal FDG fluorescence, 48 h | 350,000 compounds, 0.064% hits;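 note: potency is the fitted concentration of half-maximal effect; 100% = response of the positive control SU9516; nearly all actives have a fitted effect of over 60% in size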
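alpha7betagal+/- myoblasts (passage 13, 250/well) treated 48 h at 37C with compounds at 1:260 dilution of DMSO stock. Lysed, then beta-galactosidase activity read as FDG fluorescence (ex 480/em 540) after 30 min, with pre-read for autofluorescence.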
An asterisk follows results filed as active. Unless noted, calls come from the whole dose curve; as a rule, active = well fitted curve in the direction sought with a large enough effect; inconclusive = small, poorly fitted or top-dose-only effect, or another doubt; inactive = no such curve, though single readings can be large; an effect the other way counts as inactive or inconclusive. Not all compounds are listed, so the mix of outcomes need not match the whole.

Results for Cc1cccc(Nc2nc(N)nc(CC(=O)CSc3ccc(Cl)cc3)n2)c1 ?
PKM2 activator: 8%; B2AR arrestin: -0.3%; Tb PFK block: -4%; Menin MLL FP TR: 4%; BCR signal inh: 0%; FBPA coupling cs: 0

How did CSc1nc(SC(C)C(=O)O)c2c3c(sc2n1)COC(C)(C)C3 (stereo not drawn) do in these assays?
GALK inh: -2%; PKM2 activator: 4%; Giardia kill: inconclusive; B2AR arrestin: 0.0%; Tb PFK block: 0%; S-ASM inh: 2%; TSG101-PTAP inh: -3%; BCR signal inh: 0%; FBPA coupling cs: 14; a7 integrin act: 14%

What do the screens show for `COc1ccc(N2CCN(S(=O)(=O)c3ccc(Cl)c(C(F)(F)F)c3)CC2)cc1`?
GALK inh: 2%; PKM2 activator: 3%; Giardia kill: -14; B2AR arrestin: -0.1%; Tb PFK block: 5%; Menin MLL FP TR: -1%; S-ASM inh: -1%; TSG101-PTAP inh: -5%; BCR signal inh: 4%; FBPA coupling cs: 3; a7 integrin act: 1%

Results for Cc1ccc(/C=C/C(=O)N2CCN(c3ccc(F)cc3)CC2)o1 ?
GALK inh: 0%; PKM2 activator: 19%; Giardia kill: 10; B2AR arrestin: 0.7%; Tb PFK block: -26%; Menin MLL FP TR: -2%; S-ASM inh: 2%; TSG101-PTAP inh: -3%; BCR signal inh: -11%; FBPA coupling cs: 1; a7 integrin act: -12%

What do the screens show for `COc1cc([N+](=O)[O-])cc2cc(C(=O)N3CCCC3)c(=O)oc12`?
GALK inh: 0%; PKM2 activator: -5%; Giardia kill: 13; B2AR arrestin: -0.1%; Tb PFK block: -1%; Menin MLL FP TR: 4%; S-ASM inh: -5%; TSG101-PTAP inh: 0%; BCR signal inh: 16%; FBPA coupling cs: 3; a7 integrin act: -5%

How did CC(OC(=O)CNC(=O)c1ccccc1F)C(=O)Nc1nc(-c2ccccc2)cs1 (stereo not drawn) do in these assays?
GALK inh: 1%; PKM2 activator: -2%; Giardia kill: 17; B2AR arrestin: -1.7%; Tb PFK block: 0%; Menin MLL FP TR: -16%; S-ASM inh: -12%; TSG101-PTAP inh: -8%; BCR signal inh: inconclusive; FBPA coupling cs: -1; a7 integrin act: 13%

Results for Cc1c(NC(=O)c2ccc3c(c2)OCO3)c(=O)n(-c2ccccc2)n1C ?
GALK inh: -1%; PKM2 activator: -15%; Giardia kill: 1; B2AR arrestin: 0.1%; Tb PFK block: 1%; Menin MLL FP TR: 20%; S-ASM inh: -3%; TSG101-PTAP inh: -2%; BCR signal inh: 15%; FBPA coupling cs: 4; a7 integrin act: 10%

Results for CC(C)c1ccc(-c2noc(C3CCCN(S(C)(=O)=O)C3)n2)cc1 (stereo not drawn) ?
GALK inh: -4%; PKM2 activator: 7%; Giardia kill: 3; B2AR arrestin: 0.5%; Tb PFK block: 1%; Menin MLL FP TR: inconclusive; S-ASM inh: -6%; TSG101-PTAP inh: 1%; BCR signal inh: inconclusive; FBPA coupling cs: 0; a7 integrin act: -34%

Results for CCN(CC)Cc1cc(C(C)=O)ccc1OCC(C)C ?
GALK inh: 5%; PKM2 activator: -3%; Giardia kill: -10; B2AR arrestin: -0.4%; Tb PFK block: 1%; Menin MLL FP TR: 2%; S-ASM inh: 1%; TSG101-PTAP inh: -2%; BCR signal inh: inconclusive; FBPA coupling cs: -4; a7 integrin act: 4%

How did COc1cc(/C=C2/C(=O)NN(c3cccc(C)c3)C2=O)cc([N+](=O)[O-])c1O do in these assays?
GALK inh: -3%; PKM2 activator: -1%; Giardia kill: -1; B2AR arrestin: 0.0%; Tb PFK block: 18%; Menin MLL FP TR: inconclusive; S-ASM inh: 1%; TSG101-PTAP inh: -3%; BCR signal inh: 2%; FBPA coupling cs: -1; a7 integrin act: -11%

What do the screens show for `CC1CCC(NC(=O)c2cnccn2)CC1` (stereo not drawn)?
GALK inh: -1%; PKM2 activator: -2%; Giardia kill: -12; B2AR arrestin: -0.2%; Tb PFK block: -2%; S-ASM inh: 2%; TSG101-PTAP inh: -1%; BCR signal inh: -27%; FBPA coupling cs: 2; a7 integrin act: -9%

What do the screens show for `CCNC(=O)COC(=O)CCNC(=O)c1ccc(Cl)cc1`?
GALK inh: -1%; PKM2 activator: -2%; Giardia kill: -1; B2AR arrestin: 0.0%; Tb PFK block: -17%; S-ASM inh: 5%; TSG101-PTAP inh: 0%; BCR signal inh: -2%; FBPA coupling cs: 1; a7 integrin act: 0%

Results for O=C(NCc1ccccn1)c1ccc(Cn2c(=S)[nH]c3ccccc3c2=O)cc1 ?
GALK inh: 0%; PKM2 activator: 0%; Giardia kill: -21; B2AR arrestin: -0.1%; Tb PFK block: -4%; Menin MLL FP TR: 7%; S-ASM inh: 6%; TSG101-PTAP inh: 0%; BCR signal inh: inconclusive; FBPA coupling cs: 3; a7 integrin act: -6%

Results for CC1CC(=O)N(CC(=O)NCc2ccc(F)cc2)c2ccccc2S1(=O)=O (stereo not drawn) ?
GALK inh: -5%; Giardia kill: 21; B2AR arrestin: -0.1%; Tb PFK block: -1%; Menin MLL FP TR: -10%; S-ASM inh: 4%; TSG101-PTAP inh: -4%; BCR signal inh: 0%; FBPA coupling cs: 1; a7 integrin act: -25%

What do the screens show for `CCOc1ncccc1C(=O)OCC(=O)Nc1nnc(-c2ccccc2)o1`?
Giardia kill: -16; B2AR arrestin: 0.1%; Tb PFK block: 1%; S-ASM inh: -3%; TSG101-PTAP inh: 0%; BCR signal inh: inconclusive; a7 integrin act: -15%

What do the screens show for `O=C(O)/C(=C\c1ccc(Cl)c([N+](=O)[O-])c1)c1ccc(S(=O)(=O)N2CCCCC2)s1`?
GALK inh: -3%; PKM2 activator: -1%; Giardia kill: 5; B2AR arrestin: -0.1%; Tb PFK block: 1%; Menin MLL FP TR: inconclusive; S-ASM inh: 6%; TSG101-PTAP inh: -2%; BCR signal inh: 4%; FBPA coupling cs: 5; a7 integrin act: 0%

What do the screens show for `CCCn1nc(NC(=O)c2ccncc2)c2cc3ccccc3nc21`?
GALK inh: 4%; PKM2 activator: -6%; Giardia kill: -10; B2AR arrestin: 5.0%; Tb PFK block: 7%; Menin MLL FP TR: -1%; S-ASM inh: 16%; TSG101-PTAP inh: -2%; BCR signal inh: inconclusive; FBPA coupling cs: -1; a7 integrin act: -5%

Results for Cc1cc(C)c(NC(=O)CCn2nnc3ccccc32)c(C)c1 ?
GALK inh: 1%; PKM2 activator: -8%; Giardia kill: -21; B2AR arrestin: 0.0%; Tb PFK block: 0%; Menin MLL FP TR: -5%; S-ASM inh: 1%; TSG101-PTAP inh: -3%; BCR signal inh: -4%; FBPA coupling cs: 0; a7 integrin act: -35%

What do the screens show for `COc1ccc(/C=C(/NC(=O)c2ccccc2)C(=O)N/N=C/c2ccc3c(c2)OCO3)cc1OC`?
PKM2 activator: 0%; Giardia kill: 8; B2AR arrestin: -0.2%; Tb PFK block: 1%; Menin MLL FP TR: 18%; S-ASM inh: -2%; TSG101-PTAP inh: -1%; BCR signal inh: -14%; FBPA coupling cs: 2; a7 integrin act: 28%

How did CCOC(=O)[C@@H]1[C@H]2COc3ccccc3[C@H]2N2C(=O)N(c3cccc(Cl)c3)C(=O)[C@@]12C do in these assays?
PKM2 activator: -1%; Giardia kill: 12; B2AR arrestin: -0.9%; Tb PFK block: -1%; Menin MLL FP TR: 21%; S-ASM inh: -14%; TSG101-PTAP inh: -2%; BCR signal inh: inconclusive; FBPA coupling cs: 1; a7 integrin act: 16%

What do the screens show for `CCOC(=O)C1CN(c2cc3c(cc2F)c(=O)c(C(=O)O)cn3CC)OC1C(=O)OCC` (stereo not drawn)?
GALK inh: 2%; PKM2 activator: -9%; Giardia kill: 7; B2AR arrestin: 0.4%; Tb PFK block: 3%; Menin MLL FP TR: -4%; S-ASM inh: -2%; TSG101-PTAP inh: -1%; BCR signal inh: -3%; FBPA coupling cs: -1; a7 integrin act: 0%

What do the screens show for `COc1ccc(NS(=O)(=O)c2ccc(NC(=S)NC(=O)c3ccc(Br)cc3)cc2)nn1`?
GALK inh: 0%; PKM2 activator: 5%; Giardia kill: -8; B2AR arrestin: -0.1%; Tb PFK block: 0%; Menin MLL FP TR: 19%; S-ASM inh: -8%; TSG101-PTAP inh: -10%; BCR signal inh: 15%; FBPA coupling cs: 6; a7 integrin act: 14%

Results for CC(=O)NS(=O)(=O)c1ccc(NC(=S)Nc2ccccc2)cc1 ?
GALK inh: -3%; PKM2 activator: -2%; Giardia kill: -30; B2AR arrestin: -0.7%; Tb PFK block: 6%; Menin MLL FP TR: 8%; S-ASM inh: 3%; TSG101-PTAP inh: -4%; BCR signal inh: 4%; FBPA coupling cs: 1; a7 integrin act: inconclusive

Bioassay records deposited in PubChem BioAssay by National Center for Advancing Translational Sciences (NCATS).
